DENV2 CPE: inhibitors of DENV2 cytopathic effect, primary screen, cell-based, plate reader, single concentration | DENV2-infected cells, cytopathic effect rescue | CPE inhibition, % at 9.99 µM | actives 1.7% (n = 350,000); in the data active means CPE inhibition above about 20%, passing the limit was not always enough; inconclusive means no clear call, values can overlap the other calls; tested in BHK-21 cells;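 further: 0% = median of neutral control wells and 100% = median of positive control wells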
LGR2 inh: inhibitors of bursicon-induced LGR2 CRE-luciferase signal, primary screen, cell-based, HEK293, CRE-luciferase reporter, bursicon stimulation; bursicon-stimulated, 4 h; inhibition, % at 9.99 µM; actives 0.35% (n = 380,000);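 active means drop in luminescence signal, shown as inhibition above about 50% in the replicate tests, limit read from the data, passing the limit was not always enough; inconclusive means probably only some replicates passing the limit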;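 further: agonist challenge used bursicon conditioned medium at about half maximal strength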
ARNT TACC3 PPI: disruptors of ARNT/TACC3 protein interaction, primary screen, biochemical, AlphaScreen, single concentration; Transforming acidic coiled-coil-containing protein 3 (Homo sapiens), Q9Y6A5; AlphaScreen His-ARNT PAS-B/GST-TACC3 binding, luminescence; TACC3 fragment carries E629A point mutation; inhibition, % at 9.99 µM; actives 0.66% (n = 390,000); AID 623870, 2012;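 active means mean inhibition of replicates at least 50% and at least half of replicates each reaching 50%; inconclusive means half or more replicates reach 50% but mean below 50%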;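 further: 0% = complete ARNT plus TACC3 wells and 100% = ARNT alone without TACC3; many hits fall short of the cut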
SIRT5 block: SIRT5 desuccinylase inhibitors, primary screen, biochemical, fluorescence imaging, single point, set 5; NAD-dependent protein deacylase sirtuin-5, mitochondrial (Homo sapiens), Q9NXA8; Purified SirT5, succinyl-peptide AMC, trypsin-coupled fluorescence; inhibition, % at 15 µM; actives 1.1% (n = 330,000); in the data active means inhibition above about 15%; inconclusive means no clear call, values can overlap the other calls
Target sequence (Q9NXA8 whole entry, looked up): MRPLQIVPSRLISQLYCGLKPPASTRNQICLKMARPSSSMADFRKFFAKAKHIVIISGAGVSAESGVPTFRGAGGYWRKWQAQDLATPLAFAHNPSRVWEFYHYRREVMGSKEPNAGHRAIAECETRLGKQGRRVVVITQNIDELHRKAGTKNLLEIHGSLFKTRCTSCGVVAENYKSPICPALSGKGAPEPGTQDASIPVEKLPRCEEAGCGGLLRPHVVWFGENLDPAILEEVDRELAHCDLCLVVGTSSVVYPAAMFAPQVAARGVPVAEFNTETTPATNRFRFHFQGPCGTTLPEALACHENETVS
PAX8 inh HTS: inhibitors of PAX8-driven TPO luciferase reporter, primary screen, RMG-I cells, single concentration; SteadyGlo, 24 h; actives 1.2% (n = 360,000); inhibition, % at 12.6 µM;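 active means mean replicate inhibition at least 60% with every replicate also reaching 60%; inconclusive means only one of the two criteria is met; inactive means mean below 60% and not all replicates reaching 60%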;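 further: luciferase light reporting Pax8 driven TPO promoter activity; plate controls were median of neutral control wells for no effect and mitoxantrone controls for full effect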
Casp6 inh: human caspase-6 inhibitors, primary screen, biochemical, VEID-R110 fluorescence, single point, set 2; P55212; purified caspase-6, Z-VEID-R110 cleavage fluorescence; inhibition, % at 12.5 µM; actives 0.53% (n = 350,000);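 active means mean inhibition across replicates at least about 35%, with every replicate also reaching that limit, limit read from the data; inconclusive means only one of the two criteria met; inactive means neither criterion met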;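 further: 0% = median of neutral control wells and 100% = no fluorescence left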
Target sequence (P55212 24-179 limits assumed): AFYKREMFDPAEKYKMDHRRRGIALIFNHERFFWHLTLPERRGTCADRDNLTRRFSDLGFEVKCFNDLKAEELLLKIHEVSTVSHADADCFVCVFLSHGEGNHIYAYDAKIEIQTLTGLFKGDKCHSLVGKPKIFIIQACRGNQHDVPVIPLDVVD
Target sequence (P55212 194-293 limits assumed): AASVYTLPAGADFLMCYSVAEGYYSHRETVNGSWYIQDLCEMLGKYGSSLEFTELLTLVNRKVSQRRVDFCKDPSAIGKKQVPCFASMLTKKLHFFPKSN
EWS-Fli block: EWS/Fli-driven NR0B1 reporter inhibitors, primary screen, A673 cells, NR0B1 luciferase, luminescence, MLPCN library. viability-normalised. inhibition, % at 12.6 µM. actives 0.67% (n = 350,000). AID 651661, 2012;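 active means mean inhibition of at least 50% after viability correction, with every replicate also passing that limit; inconclusive means mean reaches 50% but only one of two replicates passes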;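 further: firefly luciferase signal divided by Alamar Blue viability fluorescence both relative to DMSO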
The depositor's hits bear a star; ? = inconclusive; / = no result given.

SMILES | DENV2 CPE | LGR2 inh | ARNT TACC3 PPI | SIRT5 block | PAX8 inh HTS | Casp6 inh | EWS-Fli block
O=C(CCNC(=O)c1ccc([N+](=O)[O-])cc1)Nc1cc(Cl)ccc1N1CCOCC1 | -6 | 11 | -4 | -1 | 2 | 4 | 5
O=C(CN1C(=O)C(c2ccc(F)cc2)=NC12CCCC2)Nc1ccc(F)cc1 | -11 | 17 | -2 | 2 | 10 | -1 | 19
Nc1ccccc1Nc1ccc([N+](=O)[O-])cc1[N+](=O)[O-] | 3 | 11 | 17 | -1 | -12 | -1 | -18
O=C(COc1ccc2ccc(=O)oc2c1)NCCc1c[nH]c2ccc(F)cc12 | -7 | 11 | 2 | -6 | -21 | 0 | /
COCC(=O)N(C[C@H]1N[C@H](CO)[C@H]1c1ccc(C2=CCCC2)cc1)C(C)C | 5 | 2 | 3 | / | 2 | / | -2
COCCN(Cc1nc2ccccc2c(=O)[nH]1)C(=O)c1cccc(S(=O)(=O)N2CCCC2)c1 | -1 | -3 | -3 | 0 | 0 | 0 | -1
CC(C(=O)N(C)c1ccccc1)N1CCN(C(=O)c2ccccc2)CC1 (centres undefined) | -1 | 4 | -4 | 7 | 10 | -3 | 9
O=S(=O)(c1cccc(Br)c1)N1CCN(S(=O)(=O)c2ccc3c(c2)OCCO3)CC1 | / | -10 | -9 | -1 | -3 | 5 | 24
O=C(NCCc1ccncc1)[C@@H]1[C@@H](CO)[C@@H]2Cn3c(ccc(-c4ccncc4)c3=O)[C@H]1N2 | 3 | 4 | 4 | / | / | -7 | 0
CCCNC(=O)N[C@@H]1CC[C@H](CCn2cc(C3CCCC3)nn2)O[C@H]1CO | 6 | 3 | 15 | 1 | 0 | -3 | -1
CC1Cc2c([nH]c3ccccc23)C2c3ccccc3CN12 (centres undefined) | -3 | 3 | 5 | -2 | 37 | 0 | 9
COC(=O)C[C@@H]1CC[C@H](NS(=O)(=O)c2ccccc2F)[C@H](CO)O1 | 7 | -4 | -4 | 1 | 4 | 2 | 0
CCc1cccc2c(C(=O)COC(=O)/C=C/c3ccccc3OC)c[nH]c12 | -9 | -6 | / | 0 | -1 | -4 | -5
CCOP(=O)(C1=C(O)C(=O)C(C(C)(C)C)=CC1=O)c1ccccc1 (centres undefined) | -5 | 2 | 12 | -3 | -36 | 9 | -2
O=C1C=CC(=Nc2ccc3c(c2)Cc2cc(F)ccc2-3)O1 | 3 | / | / | -1 | -23 | -1 | -25
COc1ccc(NC(=S)N(CCCN2CCCCC2)Cc2cccs2)cc1 | / | 8 | -1 | / | 3 | / | /
CCC(=O)N1C[C@H](C)[C@H](OC)CN(C)C(=O)c2cc(NC(=O)Nc3ccc(Cl)cc3)ccc2OC[C@H]1C | 9 | -21 | -3 | 11 | / | / | 2
O=C(CCNC(=O)c1ccc(Br)cc1)NCCCSc1ccccc1 | -8 | 4 | -4 | 7 | -1 | -4 | 1
CO[C@H]1CN(C)C(=O)c2cc(NC(=O)Cc3ccccc3)ccc2OC[C@H](C)NC[C@H]1C | 3 | 15 | -3 | -8 | -9 | / | 0
O=C(NC1CCCN(Cc2ccc(Cl)cc2)C1)c1cccc(N2CCCC2=O)c1 (centres undefined) | 3 | -27 | -1 | 1 | 3 | -6 | -3
Cc1c(Cc2ccc3c(c2)OCO3)sc(NC(=O)C(C)(C)C)c1C#N | -3 | -9 | / | -15 | -11 | -1 | 55*
COc1ccc(N(CC(=O)N2CCCCCC2)S(=O)(=O)c2c(C)[nH]c(=O)[nH]c2=O)cc1 | -4 | -1 | -4 | / | 6 | 0 | -1
O=C(Nc1cccc(O)c1)C(=O)Nc1ccccn1 | -8 | 78* | -12 | / | 67* | 1 | 8
COc1ccc2[nH]c(C)c(CCN3C(=O)C4C5C=CC(C5)C4C3=O)c2c1 (centres undefined) | 0 | -2 | 1 | / | -6 | -2 | -3
C[C@]12CCC(=O)C=C1CCC1C2CC[C@@]2(C)C1CCC21OCCO1 (some centres undefined) | -6 | -18 | -3 | -1 | 21 | 0 | 5

One compound at a time, from the list above. Screens in order: DENV2 CPE, LGR2 inh, ARNT TACC3 PPI, SIRT5 block, PAX8 inh HTS, Casp6 inh, EWS-Fli block
`COCCN(Cc1nc2ccccc2c(=O)[nH]1)C(=O)c1cccc(S(=O)(=O)N2CCCC2)c1` reads -1, -3, -3, 0, 0, 0, -1
`CO[C@H]1CN(C)C(=O)c2cc(NC(=O)Cc3ccccc3)ccc2OC[C@H](C)NC[C@H]1C` reads 3, 15, -3, -8, -9, /, 0
`COCC(=O)N(C[C@H]1N[C@H](CO)[C@H]1c1ccc(C2=CCCC2)cc1)C(C)C` reads 5, 2, 3, /, 2, /, -2
`O=C(NCCc1ccncc1)[C@@H]1[C@@H](CO)[C@@H]2Cn3c(ccc(-c4ccncc4)c3=O)[C@H]1N2` reads 3, 4, 4, /, /, -7, 0
`CC1Cc2c([nH]c3ccccc23)C2c3ccccc3CN12` (centres undefined) reads -3, 3, 5, -2, 37, 0, 9

More results follow:
SMILES | DENV2 CPE | LGR2 inh | ARNT TACC3 PPI | SIRT5 block | PAX8 inh HTS | Casp6 inh | EWS-Fli block
C[C@H]1CCCCO[C@H](CN(C)Cc2ccccc2)[C@@H](C)CN([C@@H](C)CO)C(=O)c2cc(NC(=O)c3ccncc3)ccc2O1 | 0 | -16 | -1 | -1 | -9 | 1 | /
O=C1NC(=O)C2(CCCCC2)N1 | -9 | 1 | 0 | -5 | 4 | -2 | -8
COc1cccc(NC(=O)CN(C)C(=O)CCNC(=O)c2ccccc2Cl)c1 | -10 | -1 | / | -2 | 3 | -2 | -6
CCCc1c(C(=O)N/N=C/c2ccc3c(c2)OCO3)nnn1-c1nonc1N | ? | -15 | / | 0 | -15 | -1 | -9
Cc1ccccc1CN1CCNC(=O)C1CC(=O)NC1CCCCCCC1 (centres undefined) | -2 | -9 | -4 | 0 | 14 | 1 | 0
Cc1ccc(/C=N/NC(=O)c2nnn(-c3nonc3N)c2CNc2ccccc2)cc1 | -7 | 6 | -1 | -3 | -22 | -1 | /
C[C@@H]1CN([C@H](C)CO)C(=O)c2cccc(NC(=O)c3nc4ccccc4s3)c2O[C@H]1CN(C)C(=O)NC1CCCCC1 | 45* | -2 | -10 | 7 | / | -1 | 9
O=C(O)c1ccc(N2CCCCS2(=O)=O)cc1 | 6 | 22 | 2 | -3 | 7 | 5 | 8
CN(C)S(=O)(=O)c1ccc(NC(=O)Cn2nc(-c3ccc4c(c3)OCCO4)ccc2=O)cc1 | ? | 16 | 4 | -2 | -1 | 1 | -4
NC(=O)CNc1ncc(C(F)(F)F)cc1Cl | -3 | 3 | 3 | -6 | 6 | 1 | 5
Cc1nnsc1C(=O)NC(C)C12CC3CC(CC(C3)C1)C2 (centres undefined) | 2 | 0 | -11 | -5 | / | 0 | 4
C=CCn1c(Cc2cccs2)nnc1SCC(=O)NC1CC1 | ? | 5 | 2 | -3 | 7 | -3 | -4
Cc1ccc(NCCC(=O)c2cccs2)cc1 | -10 | -33 | 11 | -3 | -30 | 0 | -62
Cc1ccc(-c2nnn(CC(=O)N(CCO)C(C(=O)NC3CCCCC3)c3ccncc3)n2)o1 (centres undefined) | 13 | 15 | / | -4 | 19 | / | -7
O=C(c1cc(-c2cccc(Cl)c2)nc2ccccc12)N1CCN(c2ccccn2)CC1 | -7 | 8 | 0 | 2 | 6 | -2 | /
O=C(NNS(=O)(=O)c1ccccc1)c1cccc(F)c1 | -3 | 6 | -7 | -3 | 9 | -5 | 25
O=C(Oc1ccc(-c2nnco2)cc1)c1ccc(F)c(S(=O)(=O)N2CCOCC2)c1 | ? | -37 | -15 | -1 | -3 | -3 | 6
CC(=O)NC1=NN(C(C)=O)C2(S1)C(=O)N(C(C)=O)c1ccc(C)cc12 (centres undefined) | -1 | -1 | -3 | -6 | -3 | -4 | 7
Cn1sc2ccccc2c1=O | 6 | -2 | / | -4 | 4 | -2 | 19
CCc1ccccc1NC(=O)CNC(=O)c1cc(C2CC2)nn1-c1ccccc1 | 2 | 1 | -4 | 2 | 19 | 0 | -9
NS(=O)(=O)c1ccc(CCNC(=O)c2cc([N+](=O)[O-])ccc2N2CCCCC2)cc1 | -5 | 6 | 2 | -13 | 12 | 2 | 15
Cc1ccc(OCC(=O)N2N=C(c3ccncc3)CC2(O)C(F)(F)F)cc1C (centres undefined) | -5 | -10 | 12 | -1 | 6 | 0 | 2
Cc1ccc(CNC(=O)C2CC(c3ccccc3F)=NO2)cc1 (centres undefined) | -14 | -7 | 1 | 0 | 6 | 1 | -12
Cc1cccc(C)c1NC(=O)C1CSC2(C)CCC(=O)N12 (centres undefined) | -4 | -1 | -7 | -2 | 12 | 4 | -7
Cc1noc(C)c1NC(=O)Nc1ccc2c(c1)C(=O)N(C)[C@H]1CC[C@H](CC(=O)N[C@H]3CCN(Cc4ccccc4)C3)O[C@@H]1CO2 | 1 | 6 | 5 | -5 | -12 | -3 | -3

Later entries
SMILES | DENV2 CPE | LGR2 inh | ARNT TACC3 PPI | SIRT5 block | PAX8 inh HTS | Casp6 inh | EWS-Fli block
COc1ccc(NC(=O)CCS(=O)(=O)c2ccc3nc(C)sc3c2)cc1OC | 3 | -12 | -5 | 10 | 5 | 0 | -1
COC(=O)C[C@@H]1CC[C@H]2[C@@H](COc3ccc(NS(=O)(=O)c4ccccc4F)cc3C(=O)N2C)O1 | -1 | 20 | -1 | / | 12 | / | 0
C[C@@H]1CCCCO[C@H](CN(C)C(=O)NC2CCCCC2)[C@@H](C)CN([C@H](C)CO)C(=O)c2cc(NC(=O)CCC(F)(F)F)ccc2O1 | / | 28 | -2 | 0 | 4 | -1 | -5
C=CCC1(CC=C)CCCN1C(=O)c1cc(COc2cccc(OC)c2)on1 | -6 | 13 | -9 | -2 | -8 | -1 | /
Cc1ccccc1CSc1nc2ccccc2c(=O)n1C | 3 | 6 | -2 | -1 | 4 | -2 | 7
O=C(Nc1ccc(C(F)(F)F)cc1)c1cnc(N2CCN(c3ccccn3)CC2)c2ccccc12 | 4 | -9 | -3 | -5 | 20 | -6 | 4
COc1ccc(CCNC(=O)COC(=O)/C=C/c2cccc(F)c2)cc1 | ? | 10 | / | -2 | -9 | -1 | 1
O=C(NCC[C@H]1CC[C@@H](NS(=O)(=O)c2ccc(Cl)cc2)[C@H](CO)O1)Nc1ccc(F)cc1 | -1 | 7 | / | -3 | 4 | -1 | -6
CCC(=O)Nc1ccc2c(c1)C(=O)N(C)[C@H]1CC[C@H](CC(=O)O)O[C@H]1CO2 | -1 | 1 | 1 | -8 | -4 | -2 | -7
CCCCCc1c(-c2cccc(Cl)c2)ncn1CCc1ccccc1OC | -14 | -17 | / | / | 3 | 0 | 11
COc1cccc(C2NC(CC(C)C)(C(=O)O)C3C(=O)N(Cc4ccccc4)C(=O)C23)c1O (centres undefined) | / | -10 | 0 | 3 | 12 | -2 | /
CCOc1ccc(CN(C)C(=O)c2ccc(=O)[nH]c2)cc1 | -1 | 0 | -1 | 0 | 12 | 1 | -1
C[C@H](CO)N1C[C@H](C)[C@@H](CN(C)Cc2ccccc2)OCCCC[C@H](C)Oc2ccc(NC(=O)CCC(F)(F)F)cc2C1=O | / | -7 | / | / | 18 | / | 1
O=S(=O)(c1ccc2c(c1)OCCO2)N1CCc2ccccc21 | 6 | 0 | -1 | / | 0 | -3 | 16
O=C(C[C@H]1CC[C@H]2[C@@H](COC[C@@H](O)CN2Cc2ccc3c(c2)OCO3)O1)Nc1ccccc1 | -3 | 11 | 3 | -2 | 13 | -2 | 8
COCCCN(C(=O)CC1OC(=O)c2ccccc21)c1c(N)n(Cc2ccccc2)c(=O)[nH]c1=O (centres undefined) | -4 | 8 | -5 | -4 | / | 1 | -5
C/C(=N/NC(=O)CSc1nc2ccccc2n1C)c1ccncc1 | 0 | 4 | -4 | -5 | 16 | -6 | -8
